# Myeloid diff 2: promotes myeloid progenitor differentiation | ER-HoxA9 myeloid progenitors, lysozyme-GFP differentiation, flow cytometry | calls only at 10 µM | 1% of 360,000 active;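 active = normalized GFP-positive differentiation at or above the plate's own cutoff, the solvent-only control mean plus 3 SD; inconclusive = no clear call, values can overlap the other calls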;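 also: cells exposed to compound for four days before flow analysis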
# Myeloid diff 2 GFP+ MAC1+ %: also measured in Myeloid diff 2; calls as there; GFP+ MAC1+ double positive, %; measured here: differentiation confirmed by MAC1 staining
# The depositor's hits bear a star; i = inactive; u = inconclusive; x = no result given; + = active, no number. Only part of the results is shown, so the mix of outcomes need not match the whole.
SMILES | Myeloid diff 2 | Myeloid diff 2 GFP+ MAC1+ %
CCOC(=O)C1CCCN(C(=O)c2cc(-c3ccco3)nc3ccccc23)C1 (stereo not given) | i | 1.8
O=C(Cn1nc(-c2ccccc2)oc1=O)OCC(=O)c1ccccc1 | i | 1.3
COc1ccc(CNC(=O)CCC(=O)c2ccc(F)cc2)cc1OC | i | 0.5
O=C(CSc1nnc(Nc2ccccc2F)s1)NC1CCS(=O)(=O)C1 (stereo not given) | i | 0.4
COc1ccc(C2=C(c3ccc(OC)c(OC)c3)CN3CCCCC3C2)cc1 (stereo not given) | i | 2.6
CCN1CCN(C(=S)NC(=O)c2cc(OC)c(OC)c(OC)c2)CC1 | i | 0.5
CN1C(=O)CCS(=O)(=O)C1c1ccc(Cl)c(Cl)c1 (stereo not given) | i | 1.2
CCN1C(=O)[C@H]2[C@H]3CN=C(SCc4ccc(C)cc4)N3[C@@](Cc3ccccc3)(C(=O)OC)[C@H]2C1=O | i | 0.8
CCCn1c(SCC(=O)N(C)C2CCCCC2)n[nH]c1=O | i | 1.0
C[C@H](CO)N1C[C@H](C)[C@@H](CN(C)S(=O)(=O)c2ccccc2)Oc2ccc(NC(=O)C3CCCCC3)cc2C1=O | i | 0.4
COc1ccc(S(=O)(=O)N2CCCCCC2)cc1C(=O)N1CCN(C(C)=O)CC1 | i | 0.7
O=C(NC(=S)/C(=C1\CCCCCN1)[N+](=O)[O-])c1ccccc1 | i | 0.4
O=C(COC(=O)Cc1ccc(S(=O)(=O)N2CCOCC2)s1)Nc1ccc(OC(F)F)cc1 | i | 0.6
OCCNc1ncnc2c1ncn2[C@H]1CN(Cc2ccco2)C[C@@H](CO)O1 | i | 1.2
O=C(NC(C(=O)c1ccccc1)c1ccccc1)c1ccccc1 (stereo not given) | i | 1.5
COc1ccccc1C(=O)C1CCCN(C(=O)c2ccc(Cl)cc2)C1 (stereo not given) | i | 0.2
C[C@H](CO)N1C[C@H](C)[C@@H](CN(C)Cc2ccc(C(=O)O)cc2)Oc2ccc(NC(=O)Cn3cnnn3)cc2C1=O | i | 1.2
COC(=O)[C@@]12C[C@@H](CC(=O)NCc3ccc(OC)c(OC)c3)C(=O)N(Cc3ccco3)C1=CCC(C)(C)C2 | i | 4.3
CC(C)Cn1c(SCC(=O)NC2CC2)nc2ccc(Cl)cc2c1=O | i | 0.3
CC1(C2(O)CCCCC2)NCCc2ccccc21 (stereo not given) | i | 0.4
NS(=O)(=O)c1ccc(CCNC(=O)COC(=O)/C=C/c2ccc(OC(F)F)cc2)cc1 | i | 0.4
COc1ccc(CN2C(=O)CN(S(C)(=O)=O)CC2(C)C(=O)Nc2c(C)cccc2C)cc1 (stereo not given) | i | 4.0
CCCCn1c(CCC(=O)O)nc2cc(S(=O)(=O)N3CCCC3)ccc21 | u | x
COc1ccc(C(=O)c2[nH]c(N)c(C(N)=O)c2-c2ccc(OC)c(OC)c2)cc1 | i | 1.6
Cc1ccccc1CN(C)C[C@H]1OCc2cnnn2CCCC(=O)N([C@@H](C)CO)C[C@@H]1C | i | 2.0
O=C1NC(Cc2ccc(O)cc2)c2nc3ccc(Br)cc3c(=O)n2-c2ncccc21 (stereo not given) | i | 0.3
CN(C)CCN1CCN(c2cc(-c3cccc(Cl)c3)nc3ccnn23)CC1 | i | 1.5
Cc1ccc(S(=O)(=O)N2CCCCC2)cc1NC(=O)CN1CCCC1c1cccs1 (stereo not given) | i | 0.8
O=C(NCc1ccccc1Cl)[C@H]1CCCN1C(=O)[C@H]1CCCN1C(=O)c1cccc2ccccc12 | i | 1.0
COc1cccc(S(=O)(=O)N(C)C[C@@H]2OCc3cnnn3CCCC(=O)N([C@H](C)CO)C[C@H]2C)c1 | i | 1.0

# Continued.
SMILES | Myeloid diff 2 | Myeloid diff 2 GFP+ MAC1+ %
CS(=O)(=O)c1ccc(Cl)c(NC(=O)CSc2nnc(-c3cccs3)n2N)c1 | i | 1.6
COc1ccc2c(=O)cc(-c3ccncc3)oc2c1OC | i | 1.9
CCc1nc2ccc(C(=O)NCCN(C)C)cn2c1N(CC)CCOC | i | 1.9
CN1CCN(C(=O)c2cc3c(c(-c4cccc(-c5cc6ccccc6o5)c4)n2)[C@H](CCO)N(S(=O)C(C)(C)C)C3)CC1 (stereo not given in full) | i | 0.4
Nc1cc(C(=O)N2CCN(c3cccc(Cl)c3)CC2)ccc1N1CC2CC(C1)c1cccc(=O)n1C2 (stereo not given) | i | 0.9
NC(Cc1ccc(C(F)(F)F)cc1)c1csc(Nc2ncccn2)n1 (stereo not given) | i | 0.8
Cc1nc(SCc2nc3ccc(F)cc3[nH]2)c2oc3ccccc3c2n1 | i | 0.6
COc1ccc(Cl)cc1C(=O)NNC(=O)CCNS(=O)(=O)c1ccccc1 | i | 1.5
O=C1NC[C@H](Cc2ccc(O)cc2)N(C[C@H]2CCCN2C[C@H](Cc2ccc(O)cc2)N2C[C@H](Cc3ccc(O)cc3)N(CCc3ccccc3)C(=O)C2=O)C1=O | i | 1.0
C[C@H](O)C#Cc1cnc2c(c1)C(=O)N([C@H](C)CO)C[C@@H](C)[C@@H](CN(C)Cc1ccc(-c3ccccc3)cc1)O2 | i | 1.7
O=C(NN=Cc1c(F)cccc1F)c1ccccc1NS(=O)(=O)c1cccs1 | i | 0.4
CC(NS(=O)(=O)c1cccc(C(=O)N(C)Cc2ccc(N3CCOCC3)cc2)c1)c1ccccc1 (stereo not given) | i | 1.9
Clc1ccc(Cn2ncc3c(N4CCN(c5ccccc5)CC4)ncnc32)cc1 | + | 5.8*
COc1cc(CNc2ncnc3c2ncn3[C@H]2CN(Cc3ccco3)C[C@@H](CO)O2)cc(OC)c1OC | i | 1.1
CCCCOCCCNC(=O)C[C@@H]1C[C@@]2(C(=O)OC)CC(C)(C)CC=C2N(Cc2ccc3c(c2)OCO3)C1=O | i | 2.4
COc1cccc(-c2cc3nc(NCCCN(C)C)n(C)c(=O)c3s2)c1 | i | 0.5
CCOc1ccc(NC(=O)c2ccc(F)c(S(=O)(=O)N3CCCC3)c2)cc1 | i | 0.6
O=C(c1cccc(Cl)c1)N1CCC(=O)N([C@H](COCc2ccccc2)Cc2ccccc2)CC1 | i | 0.6
CC(=O)c1ccc(Nc2nc(-c3sc(C)nc3C)cs2)cc1 | u | x
CC(C)c1ccc(NC(=O)N2CCc3nc(NCc4cccc(Oc5ccccc5)c4)ncc3C2)cc1 | i | 1.1
c1ccc2c(-c3cnc4cccnn34)cncc2c1 | i | 1.7
Cc1ccc2cccc(OCC(=O)NCCC3=CCCCC3)c2n1 | i | 0.5
COc1ccc(NC(=O)c2cc(C3CCCCN3C(=O)CCc3ccccc3)on2)c(C)c1 (stereo not given) | i | 1.0
O=C(COC(=O)CNC(=O)C1CCCCC1)Nc1ccccc1OC(F)F | i | 0.7
Cc1ccc(S(=O)(=O)N2C[C@H]3C(=O)C[C@@H](c4ccc(Cl)cc4)N(S(=O)(=O)c4ccc(C)cc4)[C@H]3C[C@H]2c2ccc(Cl)cc2)cc1 | i | 1.2
CCOC(=O)Nc1ccc2c(c1)N(C(=O)CN(C)C)c1ccccc1S2 | i | 1.2
CN(CC1COc2ccccc2O1)C(=O)Cn1cc(C(F)(F)F)ccc1=O (stereo not given) | i | 0.3
CCOC(=O)[C@]12CCC=C1N(Cc1ccc3c(c1)OCO3)C(=O)[C@H](CC(=O)N1CCSCC1)C2 | i | 0.7
Cc1ccc(-c2nc3c4ccccc4ccn3c2Cc2ccccc2)cc1 | i | 2.7
COc1ccc(C(=O)C(=O)N2CCN(C(=O)OCc3ccccc3)CC2)cc1 | i | 0.8

# Further entries.
# Value order – Myeloid diff 2 | Myeloid diff 2 GFP+ MAC1+ %
- Cc1noc(C)c1NC(=O)Nc1ccc2c(c1)C(=O)N([C@H](C)CO)C[C@H](C)[C@@H](CN(C)C(=O)Nc1ccc(C(F)(F)F)cc1)O2
 : i | 0.7
- O=C(O)c1ccccc1C(=O)OC1CC2CCC1C2 (stereo not given)
 : i | 0.4
- Cc1nc(SCC(=O)N2CCOCC2)c2c3c(sc2n1)CCC3
 : i | 1.2
- Cn1nc(C(=O)OCC(=O)Nc2ccccc2OC(F)F)c2ccccc2c1=O
 : i | 0.3
- CN(CC(=O)Nc1ccccc1Br)C(=O)c1ccccc1Sc1ccccc1C#N
 : i | 1.2
- Cc1ccc(SCC(=O)N(C)C2CCS(=O)(=O)C2)c(C)c1 (stereo not given)
 : i | 1.4
- COc1ccc(-c2ccc(CN3C(C(C)C)C(=O)N(Cc4cn(Cc5ccco5)nn4)CCS3(=O)=O)cc2)cn1 (stereo not given)
 : i | 0.3
- Cc1cccc(C)c1-n1nnnc1C1c2ccccc2C(=O)N1CCc1ccccc1F (stereo not given)
 : i | 0.8
- CC(C)CN1CC(C)C(=O)N(c2ccccc2)C1=S (stereo not given)
 : i | 1.2
- Cc1ccc(S(=O)(=O)NC(=O)C2(C)CCN2C(=O)COc2ccc(Cl)cc2)nc1 (stereo not given)
 : i | 0.6
- CCOC(=O)c1nc(C(=O)NCc2ccc(C)cc2)nc2ccccc12
 : i | 1.8
- Cc1ccc(NS(=O)(=O)c2c(F)cc(F)c(Cl)c2F)cc1S(=O)(=O)N1CCOCC1
 : i | 0.7
- CCOC(=O)C1(C(=O)OCC)COC(=O)C2(CC)OC21 (stereo not given)
 : i | 0.4
- CN(c1ccccc1)S(=O)(=O)c1cc(C(=O)Nc2ccccc2N2CCOCC2)ccc1Cl
 : i | 0.7
- COc1ccc(CN(CCC(C)C)S(=O)(=O)c2ccccc2Br)cc1
 : i | 0.8

# Next compounds
# Value order – Myeloid diff 2 | Myeloid diff 2 GFP+ MAC1+ %
- O=C1c2ccccc2N[C@@H]2C=CC[C@@H]2N1O
 : i | 3.3
- CC1(C(=O)NS(=O)(=O)c2ccc3c(c2)CCO3)CCN1C(=O)Cc1ccc(-c2ccccc2)cc1 (stereo not given)
 : i | 0.7
- Cc1ccc([C@H]2N[C@]3(CCCN(Cc4ccc(Br)cc4)C3=O)[C@H]3C(=O)N(Cc4ccccc4)C(=O)[C@@H]23)cc1
 : i | 0.6
- C[C@@H]1CN([C@H](C)CO)C(=O)CCCn2nncc2CO[C@H]1CN(C)S(=O)(=O)c1ccccc1
 : i | 0.8
- Nc1ncnc2nc(-c3ccccc3)[nH]c12
 : i | 0.8
- CC(C)(C)c1ccc2cc(F)cc(F)c2n1
 : i | 0.3
- CCOc1ccccc1OCC(=O)Nc1cc(C)on1
 : i | 0.2
- CN1CCn2cnc(C(=O)NCCCCCNC(=O)OC(C)(C)C)c2C1=O
 : i | 0.9
- CNc1nc(-c2ccccc2)c2sccc2n1
 : i | 0.6
- CNC1(C)[C@H]2CC[C@H](C2)C1(C)C (stereo not given in full)
 : i | 1.2
- CCOC(=O)C1CCN(C(=O)c2[nH]c(C(F)(F)F)nc2-c2ccccc2)CC1
 : i | 0.7
- Cc1c(C)c2cc(Cl)c(OCC(=O)Nc3ccccn3)cc2oc1=O
 : i | 1.1
- C=CCn1c(=O)[nH]c(=O)c2c(N)c(C(=O)c3ccc(OC)cc3)sc21
 : i | 1.0
- O=C(NCCc1ccc(F)cc1)C1CCC(=O)N(CC2CCCCC2)C1 (stereo not given)
 : i | 0.6
- Nc1ccc(CCc2ccccn2)cc1
 : i | 0.9

# Reprinted at random: 4 records from the list, in no set order.
# Value order – Myeloid diff 2 | Myeloid diff 2 GFP+ MAC1+ %
- CNc1nc(-c2ccccc2)c2sccc2n1
 : i | 0.6
- CCOc1ccccc1OCC(=O)Nc1cc(C)on1
 : i | 0.2
- CN1CCn2cnc(C(=O)NCCCCCNC(=O)OC(C)(C)C)c2C1=O
 : i | 0.9
- CCOC(=O)C1CCN(C(=O)c2[nH]c(C(F)(F)F)nc2-c2ccccc2)CC1
 : i | 0.7

# An excerpt of these results, with each value named.
CC(C)(C)c1ccc2cc(F)cc(F)c2n1
  Myeloid diff 2: i; Myeloid diff 2 GFP+ MAC1+ %: 0.3

CN1CCn2cnc(C(=O)NCCCCCNC(=O)OC(C)(C)C)c2C1=O
  Myeloid diff 2: i; Myeloid diff 2 GFP+ MAC1+ %: 0.9

Nc1ncnc2nc(-c3ccccc3)[nH]c12
  Myeloid diff 2: i; Myeloid diff 2 GFP+ MAC1+ %: 0.8

# Next structures.
# Value order – Myeloid diff 2 | Myeloid diff 2 GFP+ MAC1+ %
- O=C(NC1CCCCC1c1ccccc1)c1ccccc1 (stereo not given)
 : i | 1.2
- Cn1cc(-c2coc3c(C(=O)NCc4cccnc4)cccc23)cn1
 : i | 0.8
- O=C(Nc1ccc(F)cc1)C(c1ccnc2ccccc12)N1CCN(C(=O)c2ccco2)CC1 (stereo not given)
 : i | 2.4
- COC(=O)C1(C(=O)OC)C[C@H](c2ccc(OC)cc2)N(Cc2ccccc2OC)[C@@H]1c1ccc(OC)cc1
 : i | 1.2
- COc1cccc(CN2CCC2(C)C(=O)Nc2ccc3c(c2)OCO3)c1F (stereo not given)
 : i | 1.0
- c1ccc(CNc2c(C3CCNCC3)nc3scc(-c4ccccc4)n23)cc1
 : i | 1.2
- C[C@H](O)[C@@H]1CN2CCc3c([nH]c4ccccc34)[C@@H]2C[C@@H]1N(C)C(=S)NCCc1ccccc1
 : + | 2.0*
- O=C(Nc1ccc(F)cc1)C(c1ccncc1)N1CCN(CC(=O)N2CCCC2)CC1 (stereo not given)
 : i | 2.3
- O=C1C(Br)=C(c2ccccc2)C(c2ccccc2)=C1c1ccccc1
 : u | x
- CCN(CC(=O)Nc1ccc(NC(C)=O)cc1)C(=O)C1CC1
 : i | 0.6
- CCNC(=O)C1(C)CCCN(Cc2csc(-c3ccc(Cl)cc3)n2)C1 (stereo not given)
 : i | 0.6
- CCN(CC(=O)Nc1ccc(NC(C)=O)cc1)C(=O)c1cn(-c2ccccc2)nc1-c1cccs1
 : i | 0.9
- OC[C@@H]1CN(Cc2ccncc2)C[C@H](n2cnc3c(NC4CC4)ncnc32)O1
 : i | 0.1
- COc1ccc(OC)c(NC(=O)C2(C)CCN2C(=O)CCC2CCCC2)c1 (stereo not given)
 : i | 1.2
- Cc1ccccc1S(=O)(=O)NC(=O)C1(C)CCN1C(=O)C1(c2ccccc2)CC1 (stereo not given)
 : i | 1.0
- CC1(C(=O)Nc2cccc3ncccc23)CCN1C(=O)CCc1ccccc1 (stereo not given)
 : i | 0.7

# Screens as filed in PubChem.
